Screening data deposited in PubChem by several laboratories.
HIF-2a inh – HIF-2a reporter inhibitors, primary screen, luminescence, 786-0 RCC cells | hit rate 0.72% among 360,000 | 786-0 RCC cells HIF-2a reporter, luciferase luminescence, overnight | inhibition, % at 18.8 µM;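 active = inhibition of the luminescence signal of 40% or more relative to plate controls, in a single-dose primary screen at 18.75 µM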
NR2E3 ag-1 – NR2E3 agonists in two-hybrid cells, primary screen, cell-based, luminescence, CHO-S, Gal4-NCOR/VP16-NR2E3. luciferase. inhibition of corepressor binding, % at 3.98 µM. hit rate 0.35% among 360,000. AID 602229, 2012;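 active = inhibition above the mean of all tested compounds plus 3 SD, cut at about 70% in these data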;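 note: 0% = DMSO with NR2E3 transfected cells and 100% = cells lacking NR2E3 construct; higher means lower luciferase signal from less NR2E3 corepressor binding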
Target sequence (Q9Y5X4 whole entry, looked up, the tested form may be a part): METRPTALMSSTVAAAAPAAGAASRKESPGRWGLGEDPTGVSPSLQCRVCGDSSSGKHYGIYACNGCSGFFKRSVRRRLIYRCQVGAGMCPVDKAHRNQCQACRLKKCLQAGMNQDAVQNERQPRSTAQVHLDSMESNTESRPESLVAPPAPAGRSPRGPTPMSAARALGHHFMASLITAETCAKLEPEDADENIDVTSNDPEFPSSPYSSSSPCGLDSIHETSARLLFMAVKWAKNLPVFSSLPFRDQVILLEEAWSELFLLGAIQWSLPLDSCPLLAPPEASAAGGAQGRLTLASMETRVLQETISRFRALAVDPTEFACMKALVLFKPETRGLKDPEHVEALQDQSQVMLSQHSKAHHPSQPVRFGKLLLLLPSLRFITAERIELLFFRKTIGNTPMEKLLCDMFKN
NR2E3 ag-2 – inhibitors of NR2E3-RetCOR corepressor binding, primary screen, NR2E3 agonist project, biochemical, TR-FRET, GST-NR2E3, biotin-RetCOR. AID 2300, 2010. hit rate 0.12% among 320,000. Photoreceptor-specific nuclear receptor (Homo sapiens), Q9Y5X4. inhibition of corepressor binding, % at 4.78 µM. 1536-well;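 active = percent inhibition above the cutoff of mean plus 3 SD of all tested compounds, set per screening campaign, cut at about 20% in these data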;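 note: 0% = DMSO wells and 100% = biotin wells as full block of FRET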
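Test system: GST-NR2E3 and biotin-RetCOR proteins | Quantity: 1.35 nM GST-tagged NR2E3 final | Medium: Tris pH 7.5 | Also added: 7 nM biotin-RetCOR | Dosing: Compound at 4.8 µM, single dose | Timing: 5 h at 4 °C | Detection: Time-resolved FRET | Read-out basis: Percent inhibition | Benchmarks: Biotin wells as high control, 0.6% DMSO wells as low control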
TROY NFkB inh – inhibitors of TROY-driven NF-kB signaling, primary screen, Q293 LMP1-TROYcd cells, NF-kB luciferase, uHTS; hit rate 0.98% among 360,000; AID 1347056, 2019; Q293 LMP1-TROYcd NF-kB luciferase reporter, 4 h; inhibition, % at 10 µM;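 active = compounds whose plate-normalised and pattern-corrected inhibition of the luciferase reporter signal at the single screening dose is 50% or more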
TWEAK-Fn14 inh – inhibitors of TWEAK-Fn14 signaling, primary screen, luciferase reporter cells, uHTS; TWEAK-stimulated Fn14 reporter cells, luciferase luminescence, 8 h; inhibition, % at 10 µM; hit rate 2% among 360,000; AID 1159606, 2016; in the data active = inhibition above about 50%
Peg3 prom inh – Peg3 promoter-driven luciferase inhibitors, primary screen, cell-based, HeLa, luciferase luminescence; AID 588405, 2011; hit rate 1.7% among 360,000; HeLa PEG-Prom luciferase reporter, overnight; inhibition, % at 20 µM;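 active = inhibition of at least 50% at 20 µM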
Shn3 inh set2 – reduction of Shn3 3'UTR firefly luciferase signal, primary screen, Schnurri-3 inhibitor project, cell-based, Clone20 osteoblasts, set 2; Clone20 osteoblast Shn3 3'UTR firefly luciferase, 24 h; inhibition, % at 12.5 µM; hit rate 0.52% among 360,000;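 active = mean inhibition of at least 75% with every replicate also reaching 75%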;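 note: 0% = median of neutral control wells and 100% = pilot-screen positive control compound; some compounds past the cut are filed as inactive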
KKLEB tox – cytotoxicity in KKLEB CF airway cells, primary screen, cytotoxicity control for CF NF-kB inhibitor project, cell-based, uHTS, fluorescence assay plates; KKLEB CF airway cells viability, ATPlite luminescence, overnight; hits give low values; cells stimulated with P. aeruginosa culture filtrate; AID 602141, 2011; hit rate 0.36% among 360,000; activity change (cytotoxicity), % at 5 µM;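 active = corrected activity change at or below -50% at 5 µM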
C8 TRAIL sens – viability loss with TRAIL in NB7+C8 cells, primary screen, TRAIL sensitizer project, cell-based, ATPlite luminescence; inhibition (viability loss, TRAIL sensitization), % at 10 µM; hit rate 1% among 360,000; AID 624354, 2012;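 active = compounds causing at least 50% loss of cell viability in the single-dose screen, relative to plate controls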
MITF TRPM1 inh – inhibitors of MITF-dependent TRPM1 promoter reporter, primary screen, cell-based, SK-MEL-5, single point, luciferase; SK-MEL-5 TRPM1 promoter luciferase, 24 h; inhibition, % at 12.5 µM; hit rate 0.83% among 330,000;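 active = mean inhibition across replicates of 60% or more, whatever share of single replicates reaches that level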; note: values of inactives mirror those of a sister screen read the other way
CF NFkB block – inhibitors of PAF-induced NF-kB signaling, primary screen, cell-based, GFP fluorescence, uHTS; hit rate 0.86% among 360,000; KKLEB NF-kB-GFP reporter, GFP fluorescence overnight; inhibition, % at 5 µM;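 active = at least 50% inhibition at 5 µM, scaled per plate between neutral and stimulator controls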;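 note: PAF is a Pseudomonas aeruginosa culture filtrate used as stimulus; plate controls were PAF-stimulated DMSO wells for no effect and unstimulated DMSO wells for full effect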
An asterisk follows results filed as active. An excerpt (hit frequency here may not be typical).

`COc1ccc(CC(=O)O/N=C(\N)c2ccc(Br)cc2)cc1OC` gave HIF-2a inh -30, NR2E3 ag-1 -12, NR2E3 ag-2 1, TROY NFkB inh -3, TWEAK-Fn14 inh 1, Peg3 prom inh -2, Shn3 inh set2 2, KKLEB tox 6, C8 TRAIL sens 3, MITF TRPM1 inh 0 and CF NFkB block 21.
`C=CCn1c(SCC(=O)/C(C#N)=C(\C)N)nc2sc(C)c(C)c2c1=O` gave HIF-2a inh 24, NR2E3 ag-1 -4, NR2E3 ag-2 2, TROY NFkB inh -18, TWEAK-Fn14 inh -6, Peg3 prom inh 29, Shn3 inh set2 -2, KKLEB tox -10, C8 TRAIL sens 4, MITF TRPM1 inh 1 and CF NFkB block 6.
O=C(CNC(=O)c1cccc(-n2cccc2)c1)Nc1ccccc1Br was read as HIF-2a inh -35, NR2E3 ag-1 21, TROY NFkB inh -17, TWEAK-Fn14 inh -25, Peg3 prom inh -13, Shn3 inh set2 -23, KKLEB tox 7, C8 TRAIL sens 1 and CF NFkB block -29.
For Cc1ccc(-c2nc3sc4c(c3c(=O)n2N)CCCC4)cc1 the results were HIF-2a inh -193, NR2E3 ag-1 -154, NR2E3 ag-2 0, TROY NFkB inh 9, TWEAK-Fn14 inh 23, Peg3 prom inh -274, Shn3 inh set2 -91, KKLEB tox 0, C8 TRAIL sens 28, MITF TRPM1 inh -72 and CF NFkB block 11.
For NC(=O)C1=C[C@H](c2ccc(C(F)(F)F)cc2)C[C@H](OCc2ccc(CO)cc2)O1 the results were HIF-2a inh -13, NR2E3 ag-1 -13, NR2E3 ag-2 1, TROY NFkB inh -31, TWEAK-Fn14 inh -8, Peg3 prom inh -2, Shn3 inh set2 10, KKLEB tox 1, C8 TRAIL sens 7, MITF TRPM1 inh 2 and CF NFkB block 8.
For COc1ccc(NC(=O)CCC(=O)Nc2nnc(C(F)(F)F)s2)c(OC)c1 the results were HIF-2a inh 13, NR2E3 ag-1 -3, NR2E3 ag-2 1, TROY NFkB inh 7, TWEAK-Fn14 inh 12, Peg3 prom inh -4, Shn3 inh set2 7, KKLEB tox 6, C8 TRAIL sens -3, MITF TRPM1 inh -1 and CF NFkB block 10.
CCCC(=O)Nc1nnc(SCC(=O)N2C(C)CCCC2C)s1 (stereo not drawn) was read as HIF-2a inh 10, NR2E3 ag-1 4, NR2E3 ag-2 0, TROY NFkB inh 8, TWEAK-Fn14 inh 23, Peg3 prom inh 5, Shn3 inh set2 0, KKLEB tox -3, C8 TRAIL sens -1, MITF TRPM1 inh 6 and CF NFkB block -9.
For Cc1ccc(Nc2nc(NCCO)nc3c2cnn3C)cc1Cl the results were HIF-2a inh 35, NR2E3 ag-1 26, NR2E3 ag-2 0, TROY NFkB inh 11, TWEAK-Fn14 inh -3, Peg3 prom inh 24, Shn3 inh set2 3, KKLEB tox -2, C8 TRAIL sens -2, MITF TRPM1 inh -1 and CF NFkB block -1.
CC(C)C1CC(CCN)(Cc2ccccc2)CCO1 (stereo not drawn) was read as HIF-2a inh 12, NR2E3 ag-1 10, NR2E3 ag-2 1, TROY NFkB inh -3, TWEAK-Fn14 inh -2, Peg3 prom inh 14, Shn3 inh set2 -8, KKLEB tox -8, C8 TRAIL sens 1, MITF TRPM1 inh -1 and CF NFkB block 15.
N/C(Cc1cccs1)=N\OC(=O)COc1ccc(Br)cc1Cl was read as HIF-2a inh -264, NR2E3 ag-1 -91, NR2E3 ag-2 -3, TROY NFkB inh -82, TWEAK-Fn14 inh -26, Peg3 prom inh -266, Shn3 inh set2 -78, KKLEB tox -2, C8 TRAIL sens -10, MITF TRPM1 inh -62 and CF NFkB block 8.
O=c1oc2ccccc2n1Cc1ccccc1Cl was read as HIF-2a inh -5, NR2E3 ag-1 -16, NR2E3 ag-2 -1, TROY NFkB inh 6, TWEAK-Fn14 inh -8, Peg3 prom inh 1, Shn3 inh set2 -13, KKLEB tox -1, C8 TRAIL sens 6, MITF TRPM1 inh 2 and CF NFkB block -15.
`O=C(CCS(=O)CCC(=O)NCc1ccccc1)NCc1ccccc1` gave HIF-2a inh 11, NR2E3 ag-1 0, NR2E3 ag-2 -2, TROY NFkB inh 0, TWEAK-Fn14 inh -2, Peg3 prom inh 10, Shn3 inh set2 -16, KKLEB tox -10, C8 TRAIL sens -12, MITF TRPM1 inh -5 and CF NFkB block 6.
For CC1(C)CN=C(N(C(=O)Nc2ccccc2)c2ccccc2F)S1 the results were HIF-2a inh -19, NR2E3 ag-1 3, NR2E3 ag-2 -1, TROY NFkB inh -5, TWEAK-Fn14 inh 10, Peg3 prom inh -4, Shn3 inh set2 -15, KKLEB tox 4, C8 TRAIL sens 19, MITF TRPM1 inh -1 and CF NFkB block -12.
For O=C(CSc1nnnn1C1CCCCC1)N1CCOCC1 the results were HIF-2a inh -6, NR2E3 ag-1 -30, NR2E3 ag-2 2, TROY NFkB inh -1, TWEAK-Fn14 inh 3, Peg3 prom inh -7, Shn3 inh set2 -13, KKLEB tox 1, C8 TRAIL sens -7, MITF TRPM1 inh -17 and CF NFkB block 21.
Screening Cc1cc(C)n(C(=O)c2cccc(S(=O)(=O)N3CCCC3)c2)n1 returned HIF-2a inh -11, NR2E3 ag-1 8, NR2E3 ag-2 2, TROY NFkB inh -18, TWEAK-Fn14 inh 17, Peg3 prom inh 5, Shn3 inh set2 16, KKLEB tox 8, C8 TRAIL sens 15, MITF TRPM1 inh 7 and CF NFkB block -6.
Cc1cc(NC(=O)C2CCCC2)n(-c2nc3ccccc3[nH]2)n1 was read as HIF-2a inh -7, NR2E3 ag-1 10, NR2E3 ag-2 0, TROY NFkB inh 5, TWEAK-Fn14 inh -58, Peg3 prom inh 12, Shn3 inh set2 15, KKLEB tox 5, C8 TRAIL sens 18, MITF TRPM1 inh -17 and CF NFkB block -6.
`COC(=O)c1ccsc1NC(=O)CS(=O)(=O)c1ccccc1` gave HIF-2a inh -10, NR2E3 ag-1 -20, NR2E3 ag-2 -6, TROY NFkB inh -6, TWEAK-Fn14 inh -3, Peg3 prom inh -12, Shn3 inh set2 -6, KKLEB tox 15, C8 TRAIL sens 11, MITF TRPM1 inh -12 and CF NFkB block -17.
For COc1ccc(S(=O)(=O)NCC(c2ccco2)N2CCc3ccccc32)cc1 (stereo not drawn) the results were HIF-2a inh 27, NR2E3 ag-1 -4, NR2E3 ag-2 -2, TROY NFkB inh 6, TWEAK-Fn14 inh 10, Peg3 prom inh 17, Shn3 inh set2 10, KKLEB tox -13, C8 TRAIL sens 1, MITF TRPM1 inh 1 and CF NFkB block 5.
Screening CC(=O)N(C)c1ccc(N=Nc2c(C)[nH]n(-c3ccccc3)c2=O)cc1 returned HIF-2a inh -20, NR2E3 ag-1 -7, NR2E3 ag-2 1, TROY NFkB inh -5, TWEAK-Fn14 inh 26, Peg3 prom inh -7, Shn3 inh set2 2, KKLEB tox 1, C8 TRAIL sens 6, MITF TRPM1 inh 2 and CF NFkB block -42.
`COc1cc(C(=O)OC(C)C(=O)N2CCCC2)cc2c1OCCO2` (stereo not drawn) gave HIF-2a inh 9, NR2E3 ag-1 8, NR2E3 ag-2 1, TROY NFkB inh 1, TWEAK-Fn14 inh 11, Peg3 prom inh 14, Shn3 inh set2 -13, KKLEB tox 7, C8 TRAIL sens -14, MITF TRPM1 inh 1 and CF NFkB block -19.
`CCc1ccc(NC(=O)C2CCN(C(=O)[C@@H]3Cc4ccccc4CN3)CC2)cc1` gave HIF-2a inh -101, NR2E3 ag-1 -3, NR2E3 ag-2 0, TROY NFkB inh 13, TWEAK-Fn14 inh -34, Peg3 prom inh -118, Shn3 inh set2 -10, KKLEB tox -6, C8 TRAIL sens -17, MITF TRPM1 inh -29 and CF NFkB block -4.
Screening CCN(CC)CCNC(C(=O)Nc1ccc([N+](=O)[O-])cc1Br)c1ccccc1 (stereo not drawn) returned HIF-2a inh 5, NR2E3 ag-1 7, NR2E3 ag-2 0, TROY NFkB inh -3, TWEAK-Fn14 inh -15, Peg3 prom inh 5, Shn3 inh set2 -9, KKLEB tox 6, C8 TRAIL sens -5, MITF TRPM1 inh -14 and CF NFkB block -7.
For O=Cc1cccc(OCc2cccc3ccccc23)c1 the results were HIF-2a inh -247, NR2E3 ag-1 -96, NR2E3 ag-2 1, TROY NFkB inh -99, TWEAK-Fn14 inh -14, Peg3 prom inh -181, Shn3 inh set2 -66, KKLEB tox 12, C8 TRAIL sens 6, MITF TRPM1 inh -63 and CF NFkB block -6.
C[C@H](O)[C@@H]1C(=O)N2CCc3ccc(-c4ccccc4)cc3[C@@H]2C[C@@H]1N(C)C(=O)c1cccnc1 was read as HIF-2a inh 13, NR2E3 ag-1 3, TROY NFkB inh 3, TWEAK-Fn14 inh -2, Peg3 prom inh -2, Shn3 inh set2 -8, KKLEB tox -7, C8 TRAIL sens -9 and CF NFkB block -15.
`Cc1cccc2c(=O)c(C(=O)NCc3ccc(F)cc3)c[nH]c12` gave HIF-2a inh -49, NR2E3 ag-1 -10, NR2E3 ag-2 2, TROY NFkB inh -3, TWEAK-Fn14 inh -11, Peg3 prom inh -11, Shn3 inh set2 18, KKLEB tox 0, C8 TRAIL sens 0, MITF TRPM1 inh -23 and CF NFkB block -13.
Screening COc1ccc([C@@H](NC(=O)OC(C)(C)C)C(=O)OC(C)(C)C)cc1 returned HIF-2a inh 6, NR2E3 ag-1 -32, NR2E3 ag-2 3, TROY NFkB inh 6, TWEAK-Fn14 inh 9, Peg3 prom inh -15, Shn3 inh set2 -2, KKLEB tox 14, C8 TRAIL sens 3, MITF TRPM1 inh -4 and CF NFkB block 10.
Screening Cc1cccc(N(CC(=O)N2CCCCCC2)S(C)(=O)=O)c1 returned HIF-2a inh 6, NR2E3 ag-1 3, NR2E3 ag-2 6, TROY NFkB inh 9, TWEAK-Fn14 inh 0, Peg3 prom inh 14, Shn3 inh set2 -84, KKLEB tox -3, C8 TRAIL sens 10, MITF TRPM1 inh 5 and CF NFkB block -10.
`CS(=O)(=O)c1ccc(-c2cn3cc(C(=O)O)ccc3n2)cc1` gave HIF-2a inh 48*, NR2E3 ag-1 -31, NR2E3 ag-2 0, TROY NFkB inh -16, TWEAK-Fn14 inh 15, Peg3 prom inh 65*, Shn3 inh set2 8, KKLEB tox -7, C8 TRAIL sens 16, MITF TRPM1 inh 39 and CF NFkB block -13.
